Screening data: PubChem BioAssay, Emory University Molecular Libraries Screening Center
EP2 modulator = modulates human prostaglandin E2 receptor EP2 signaling; P43116; EP2-expressing cells, cAMP HTRF FRET, PGE2 co-stimulation; induction, % at 25 µM; 0.83% of 260,000 active; AID 940;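 active = compounds whose cAMP rise, as percent of the full-agonist control response, exceeds 60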;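 also: rat C6 glioma line stably carrying human EP2 under a CMV promoter; the protocol text gives 20 µM as final concentration; 100% = response of wells given 1 µM PGE2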
Target sequence (P43116 whole entry, looked up): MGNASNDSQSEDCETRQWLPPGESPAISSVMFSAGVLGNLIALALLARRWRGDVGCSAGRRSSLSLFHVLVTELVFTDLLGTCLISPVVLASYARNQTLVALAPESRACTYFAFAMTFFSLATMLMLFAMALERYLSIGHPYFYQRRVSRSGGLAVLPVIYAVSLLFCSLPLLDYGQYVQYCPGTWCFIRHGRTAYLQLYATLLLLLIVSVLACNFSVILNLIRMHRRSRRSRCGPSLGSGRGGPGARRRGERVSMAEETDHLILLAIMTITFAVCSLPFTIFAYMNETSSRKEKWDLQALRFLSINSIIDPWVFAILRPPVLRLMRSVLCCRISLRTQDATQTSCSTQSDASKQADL
EP2 antag = EP2 receptor (human) inhibition | C6 glioma cells expressing human EP2, cAMP TR-FRET; cells stimulated with saturating PGE2 | inhibition, % at 25 µM | 0.52% of 260,000 active;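 active = percent inhibition above 40 after rounding to a whole number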;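 also: rat C6 glioma host cells with rolipram phosphodiesterase inhibitor present; the protocol text gives 20 µM as final concentration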
* hit, by the source's call. These rows are one share of the data, so the mix of outcomes need not match the whole.

SMILES | EP2 modulator | EP2 antag
CC(=O)Nc1cc2c(cc1NC(=O)c1ncoc1-c1ccc(F)cc1)OCCO2 | -33.8 | 3.4
CCC1Oc2nc3ccccc3cc2CN(Cc2cccs2)C1=O (centres undefined) | -12.2 | 1.9
COCCn1nnnc1C(c1cc2cc(C)ccc2[nH]c1=O)N1CCN(c2ccc(OC)cc2)CC1 (centres undefined) | 1.9 | 10.6
C=CCOc1ccccc1NC(=O)c1cc(=O)c2cc(C)c(C)cc2o1 | -11.3 | 10.6
C=CCOc1ccc(/C=C2\SC(N3CCN(CCC#N)CC3)=NC2=O)cc1 | -98.4 | 9.6
O=C(Cn1cnc2ccccc21)Nc1ccccc1-c1ccccc1 | -15.4 | 4.2
NCC(O)c1ccc(O)c(O)c1 (centres undefined) | 66.4* | 8.7
CCC(CC)N1CCN(S(=O)(=O)c2ccccc2)CC1 | -0.9 | 13.8
CC1CCN(c2nc3c(c(=O)[nH]2)CN(Cc2nc4ccccc4n2C(C)C)CC3)CC1 | -7.5 | 2.4
COc1ccc(Cl)cc1NC(=O)CN1C(=O)c2cccc3cccc1c23 | -29.3 | 10.2
O=C(CSc1nnc(-c2ccc(S(=O)(=O)N3CCCC3)cc2)o1)c1ccc2c(c1)OCCO2 | -10.9 | 12.1
CC(C)C(=O)N1CCN(c2ccc(NC(=O)c3ccco3)cc2)CC1 | -38.9 | 6.6
O=C(NCCNCc1ccccc1)c1ccco1 | 26.6 | 5.7
CCc1nc2cc(NC(=O)Cn3cnc4sc(C)cc4c3=O)ccc2n1C | -22.0 | 9.1
O=C(Cn1nc2c3ccccc3ncn2c1=O)N1CCCC(c2ccccc2)C1 (centres undefined) | -44.4 | 6.0
CCOc1ccc(OCC)c(NC(=O)CSc2ncnc3scc(-c4ccccc4)c23)c1 | 42.1 | 7.3
Cc1cc(C)c2cc(CN(CCCN3CCOCC3)C(=O)Nc3ccc(F)cc3)c(=O)[nH]c2c1 | -7.2 | 9.2
CC(O)CSc1nc2c(c(=O)n(C)c(=O)n2C)n1Cc1cccc2ccccc12 (centres undefined) | -31.7 | 13.0
COc1cc(NC(=O)C2CC(c3cccc(Br)c3)=NO2)c(OC)cc1Cl (centres undefined) | -41.1 | 5.6
Cc1sc2nc(CCC(=O)NN)n(N)c(=O)c2c1C | -45.3 | 9.4
N[C@@H](CCC(=O)N[C@@H](CS)C(=O)NCC(=O)O)C(=O)O | -9.2 | 0.4
NC(=O)C1CCN(C(=O)Cn2nc3c4ccccc4nc(Cc4ccccc4)n3c2=O)CC1 | -12.2 | 5.2
Cc1cc2c(=O)n(CC(=O)N3CCn4cccc4C3C(C)C)cnc2s1 (centres undefined) | -3.6 | 8.2
CC(C)(S)C(N)C(=O)O (centres undefined) | 27.6 | 12.8
O=C(O)CCCCCN=C1NC(=O)CC(=O)N1 | 15.9 | 4.5
CCOc1ccc(S(=O)(=O)N(CC(=O)NCc2cccnc2)c2ccc(C)cc2)cc1 | 24.1 | 11.7
CC(=O)N1CCCc2cc(C(O)CN3CCN(c4ccc(Cl)cc4)CC3)ccc21 (centres undefined) | -12.0 | 2.1
CC(=O)N1CCCc2cc(C(O)CN3CCN(c4ccc(F)cc4F)CC3)ccc21 (centres undefined) | -17.4 | 7.6
NCC(=O)[C@@H](O)[C@H](O)[C@H](O)CO | 23.6 | 10.4
Cc1ccc(C2NC(=O)C(O)=C2C(=O)c2ccco2)cc1 (centres undefined) | 2.4 | 13.8

Profiles, quoted from the list. Order of values: EP2 modulator, EP2 antag
Record of `O=C(NCCNCc1ccccc1)c1ccco1` : 26.6, 5.7
Record of `COCCn1nnnc1C(c1cc2cc(C)ccc2[nH]c1=O)N1CCN(c2ccc(OC)cc2)CC1` (centres undefined) : 1.9, 10.6

The list continues:
SMILES | EP2 modulator | EP2 antag
CCC(C)(C)n1nnnc1CN(Cc1cccs1)Cc1cc2ccc(OC)cc2[nH]c1=O | 33.6 | 30.0
c1cncc(CN(CCN2CCOCC2)Cc2cccc(OC3CCCC3)c2)c1 | -39.8 | 5.8
Cc1c(CN(C)C(=O)c2cnn3c(C(F)F)cc(-c4ccccc4)nc23)cnn1C | -18.2 | 5.8
CC(C)(C)NC(=O)CSc1nnc(Cc2ccccc2)n1Cc1ccco1 | 40.4 | 7.2
Cc1cccc(NC(=O)COC(=O)c2ccccn2)c1 | -45.1 | 4.9
CCCn1c(SCC(=O)N2C(C)CCCC2C)nnc1-c1cccnc1 (centres undefined) | 7.8 | 7.5
CC(C(=O)N1CCC(O)(c2ccccn2)CC1)c1ccccc1 (centres undefined) | 0.5 | 7.2
Cn1c(SCC(=O)Nc2nc(-c3ccccc3)cs2)nnc1-c1ccncc1 | -70.5 | 8.2
CC(CO)(CO)N=Cc1cc(I)cc(I)c1O | 39.1 | 44.1*
COc1ccc(CN2CCC(O)(c3ccccc3F)CC2)cc1Cc1c(C)n[nH]c1C | -63.0 | -0.2
O=C(Cn1c(SCC(=O)N2CCCc3ccccc32)nc2ccccc21)NC1CC1 | -27.4 | 10.1
CC(C)N1CCCC(CNC(=O)Cn2nc(C(F)(F)F)c3c2CCCC3)C1 (centres undefined) | -22.8 | 6.0
CCOC(=O)c1cnc(SC(C)C(=O)Nc2ccc(C(C)=O)cc2)nc1N (centres undefined) | -47.2 | 12.4
Cn1c(=O)oc2cc(S(=O)(=O)NC3CC3c3ccccc3)ccc21 (centres undefined) | -69.1 | 9.0
CC/C(=C/c1sc2ccc(C)cc2[n+]1CC)SC | -245.7 | 12.2
CC(Sc1nnc2c(n1)[nH]c1ccccc12)C(=O)N1CCCCCC1 (centres undefined) | -27.6 | 0.3
O=C1CSC(=S)N1c1ccccc1 | -57.7 | 11.2
O=C1CCc2cc(S(=O)(=O)NCC3(c4ccccc4)CCOCC3)ccc2N1 | -4.1 | 8.1
CCC(c1nnnn1C1CCCCC1)N(Cc1cc2c(C)ccc(C)c2[nH]c1=O)CC1CCCO1 (centres undefined) | 26.3 | 15.5
CCN(CC)CCN(Cc1cc2cccc(C)c2[nH]c1=O)C(=S)NCCOC | -15.8 | 7.6
Cc1nn(C)cc1S(=O)(=O)Nc1cccc(N2CCCC2=O)c1 | -5.4 | 6.6
Cc1ccc2nsnc2c1S(=O)(=O)Cl | 0.0 | 17.7
OC[C@@H]1O[C@H](N2CCN([C@@H]3O[C@H](CO)[C@@H](O)[C@H](O)[C@H]3O)CC2)[C@@H](O)[C@H](O)[C@H]1O | 15.4 | 49.0*
O=C(Nc1ccc2oc(-c3ccc4ccccc4c3)nc2c1)c1cccnc1 | -24.6 | 10.3
CC(=O)C1CC(CC(=O)n2nc(N)c3c(C(F)(F)F)cc(C)nc32)C1(C)C (centres undefined) | -43.7 | 6.2
CCc1cc2cc3c(cc2nc1SCC(=O)NCc1ccc(OC)cc1)OCCO3 | 38.4 | 16.7
CN1CCN(CC(=O)N2c3ccccc3Sc3cc4ccccc4cc32)CC1 | -10.1 | 44.8*
CN1CC[C@@H](CN2c3ccccc3Sc3ccccc32)C1 | 7.3 | 9.0
COc1ccc(C(=O)COC(=O)c2c3c(nc4ccccc24)CCCC3)cc1OC | -48.7 | 9.1
CC(C1OC(C)(C)C(O)C1O)[C@@H]1CC[C@]2(C)C3=CCC4C(C)(C)C(=O)CC[C@]4(C)C3CC[C@@]12C (some centres undefined) | 3.2 | 11.7

17 entries out of the list, arranged by SMILES length, highest first.
SMILES | EP2 modulator | EP2 antag
OC[C@@H]1O[C@H](N2CCN([C@@H]3O[C@H](CO)[C@@H](O)[C@H](O)[C@H]3O)CC2)[C@@H](O)[C@H](O)[C@H]1O | 15.4 | 49.0*
CC(C1OC(C)(C)C(O)C1O)[C@@H]1CC[C@]2(C)C3=CCC4C(C)(C)C(=O)CC[C@]4(C)C3CC[C@@]12C (some centres undefined) | 3.2 | 11.7
CCC(c1nnnn1C1CCCCC1)N(Cc1cc2c(C)ccc(C)c2[nH]c1=O)CC1CCCO1 (centres undefined) | 26.3 | 15.5
CC(=O)C1CC(CC(=O)n2nc(N)c3c(C(F)(F)F)cc(C)nc32)C1(C)C (centres undefined) | -43.7 | 6.2
COc1ccc(CN2CCC(O)(c3ccccc3F)CC2)cc1Cc1c(C)n[nH]c1C | -63.0 | -0.2
O=C(Cn1c(SCC(=O)N2CCCc3ccccc32)nc2ccccc21)NC1CC1 | -27.4 | 10.1
O=C1CCc2cc(S(=O)(=O)NCC3(c4ccccc4)CCOCC3)ccc2N1 | -4.1 | 8.1
CCOC(=O)c1cnc(SC(C)C(=O)Nc2ccc(C(C)=O)cc2)nc1N (centres undefined) | -47.2 | 12.4
CCc1cc2cc3c(cc2nc1SCC(=O)NCc1ccc(OC)cc1)OCCO3 | 38.4 | 16.7
O=C(Nc1ccc2oc(-c3ccc4ccccc4c3)nc2c1)c1cccnc1 | -24.6 | 10.3
Cn1c(=O)oc2cc(S(=O)(=O)NC3CC3c3ccccc3)ccc21 (centres undefined) | -69.1 | 9.0
Cc1nn(C)cc1S(=O)(=O)Nc1cccc(N2CCCC2=O)c1 | -5.4 | 6.6
CN1CC[C@@H](CN2c3ccccc3Sc3ccccc32)C1 | 7.3 | 9.0
CC/C(=C/c1sc2ccc(C)cc2[n+]1CC)SC | -245.7 | 12.2
CC(CO)(CO)N=Cc1cc(I)cc(I)c1O | 39.1 | 44.1*
Cc1ccc2nsnc2c1S(=O)(=O)Cl | 0.0 | 17.7
O=C1CSC(=S)N1c1ccccc1 | -57.7 | 11.2

The list goes on:
SMILES | EP2 modulator | EP2 antag
CCN(CC)S(=O)(=O)c1ccc(NC(=O)CSc2ncnc3sc(C)c(C)c23)cc1 | 33.9 | 12.8
OC[C@H](S)CS | -45.9 | 26.8
CCc1cc(NCc2cccs2)n2nc3nc(C)cc(C)c3c2n1 | -9.2 | 12.1
Cc1ccc2cc(CN(C(=S)NCc3ccco3)C3CCCC3)c(=O)[nH]c2c1 | 45.3 | 15.1
COc1ccc(NC(=O)c2cc(-c3ccc(C)cc3)on2)cc1OC | -12.3 | 11.0
COc1ccccc1OCc1nnc(SCC(=O)Nc2ccccc2)n1C | -32.9 | 5.9
Cc1ccc2[nH]c(=O)c(C(c3nnnn3C3CCCC3)N(Cc3ccco3)CC3CCCO3)cc2c1 (centres undefined) | 31.4 | 12.2
COc1cccc(C(=O)/C=C\Nc2ccc3c(c2)OCO3)c1 | -23.2 | 8.6
CC(=O)Nc1ccc(N(C(=O)c2ccccn2)C(C(=O)NC2CCCCC2)c2ccc(F)cc2)cc1 (centres undefined) | -11.4 | 4.6
COC(=O)c1ccccc1S(=O)(=O)N(Cc1ccco1)Cc1cc2ccc(OC)cc2[nH]c1=O | -21.5 | 9.4
COc1ccc2cc(C)c3nn(CC(=O)NC4CCCC4)c(=O)n3c2c1 | -51.3 | 3.3
Cc1ccc2[nH]c(=O)c(CN(Cc3ccc(F)cc3)Cc3nnnn3Cc3ccco3)cc2c1 | -4.2 | 10.5
S=C(Nc1ccccc1)NC1CC2CCC(C1)N2Cc1ccco1 (centres undefined) | -33.0 | 12.4
O=C(O)C(=O)/C=C(\O)c1ccc(Br)cc1 | 14.2 | 8.6
CCOCCn1c(N2CC(C)CC(C)C2)nc2c1c(=O)[nH]c(=O)n2C (centres undefined) | 12.4 | 3.5
COc1ccc(CCNS(=O)(=O)c2ccc(C(=O)N3CCc4ccccc4C3)cc2)cc1OC | -56.7 | 10.6
CCn1c(SCCN2CCOCC2)nnc1-c1cc2ccccc2cc1O | 3.4 | 12.1
Cc1nonc1CN1CCN(CC2(c3ccc(Cl)cc3)CC2)CC1 | -5.0 | 2.5
CCOC(=O)c1[nH]c2cc(C)sc2c1CO | -26.6 | 2.4
Cc1ccc(C(=O)N2CCC(O)CC2)c(N2CCN(C(=O)c3ccco3)CC2)n1 | -7.4 | 2.8
Cc1nc(Nc2nc3ccccc3o2)nc(-c2ccccc2)c1C#N | 7.5 | 4.9
O=C(NC1CC1)c1cc2nc(-c3ccco3)cc(C(F)(F)F)n2n1 | -22.0 | 6.2
COc1ccc(NC(=O)CSc2nnc3c(C)cc4cc5c(cc4n23)OCO5)cc1 | -40.7 | 9.7
O=C(CCCN1C(=O)/C(=C/c2cccs2)SC1=S)N(CCO)Cc1ccccc1 | -168.1 | 10.4
Cn1c(SCC(=O)Nc2ccc(Cl)cc2)nnc1-c1ccncc1 | -22.8 | 5.3
COc1ccc(C(=O)Nc2cccc(-c3nc4ccccc4o3)c2C)cc1OC | -9.8 | 11.3
O=C(Cn1nnc2ccccc2c1=O)N1CCc2ccccc2C1 | -21.3 | 5.8
COCCSc1ccccc1C(=O)Nc1ccc(S(=O)(=O)Nc2nccs2)cc1 | 2.2 | 6.6
COc1ccc(CN(Cc2cc3cc(C)cc(C)c3[nH]c2=O)Cc2nnnn2C(C)(C)C)cc1 | 0.7 | 8.1
Fc1ccccc1C(c1nnnn1C1CCCC1)N1CCN(C2CCCC2)CC1 (centres undefined) | -1.1 | 7.7
Cc1ccc2[nH]c(=O)c(CN(Cc3ccco3)C(=S)NCCCN(C)C)cc2c1 | -56.1 | 4.2
CCCC(NC(=O)c1sc2ncn(C)c(=O)c2c1C)c1cccs1 (centres undefined) | -4.1 | 3.6
CC1CCCN(C(c2cc3cc4c(cc3[nH]c2=O)OCCO4)c2nnnn2Cc2ccc(F)cc2)C1 (centres undefined) | 4.1 | 10.4
COc1cccc(C2(NC(=O)CCN3C(=O)C4CCCCC4C3=O)CCCC2)c1 (centres undefined) | -3.1 | 6.6
O=C1CC(Cc2ccccc2)C(=O)N1CC(=O)N1CCCC1c1nc2ccccc2[nH]1 (centres undefined) | 53.0 | 6.5
CCc1ccc(-c2csc3ncn(CC(=O)O)c(=O)c23)cc1 | -23.4 | 8.5
Cc1ncccc1-c1cc2cccnc2n1CCCNC(=O)C1CC1C (centres undefined) | 7.8 | 5.9
